Screening results as filed in PubChem BioAssay.
DAGLB inhibitor – blocks human DAGLB lipase activity. Q8NCG7. inhibition, % at 5.17 µM. HEK293T DAGLB membrane lysate, EnzChek fluorogenic substrate. actives 0.059% (n = 340,000). AID 504411; in the data active means inhibition above about 34%;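 further: 0% = enzyme with vehicle and 100% = wells lacking enzyme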
Target sequence (Q8NCG7 whole entry, looked up): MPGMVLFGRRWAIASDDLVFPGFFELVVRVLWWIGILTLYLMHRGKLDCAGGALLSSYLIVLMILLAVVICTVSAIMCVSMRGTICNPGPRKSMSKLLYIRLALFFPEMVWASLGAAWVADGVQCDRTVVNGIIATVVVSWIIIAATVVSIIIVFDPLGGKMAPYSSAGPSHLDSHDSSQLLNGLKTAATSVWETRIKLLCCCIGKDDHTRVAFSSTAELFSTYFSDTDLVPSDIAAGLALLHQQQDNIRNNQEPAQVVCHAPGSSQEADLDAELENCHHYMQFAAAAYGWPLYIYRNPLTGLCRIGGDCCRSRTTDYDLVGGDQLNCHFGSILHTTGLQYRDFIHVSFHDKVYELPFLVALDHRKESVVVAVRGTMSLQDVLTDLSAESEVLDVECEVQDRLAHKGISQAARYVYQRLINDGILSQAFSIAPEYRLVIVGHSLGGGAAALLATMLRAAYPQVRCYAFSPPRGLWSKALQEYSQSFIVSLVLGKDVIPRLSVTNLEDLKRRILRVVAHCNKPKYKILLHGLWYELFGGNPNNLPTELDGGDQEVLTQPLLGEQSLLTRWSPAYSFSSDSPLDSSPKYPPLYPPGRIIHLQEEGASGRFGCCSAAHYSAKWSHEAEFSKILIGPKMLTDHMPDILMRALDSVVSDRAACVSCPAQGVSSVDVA
RTF Ca sens inh – cardiac RTF calcium desensitization; IANBD-labeled cardiac RTF, Ca2+ fluorescence; inhibition, % at 7.15 µM; actives 0.12% (n = 340,000); AID 493244;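 active means inhibition above the mean inhibition of all tested compounds plus 3 SD, cut at about 17% in these data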;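 further: assay run at fixed EC70 calcium of 1.6 mM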
C-LANA FP – inhibitors of KSHV LANA C-terminal domain DNA binding; MBP-C-LANA/FAM-LBS DNA binding, fluorescence polarization; inhibition, % at 9 µM; actives 0.078% (n = 340,000); AID 504423;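 active means highest replicate inhibition at or above 60% at 9 µM, even if other replicates fall short; inactive means all replicates below 60% inhibition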;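 further: 0% = neutral control wells and 100% = 4 µM acridine orange control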
PKA-R2B activ – PKA-R2B complex activation | actives 0.079% (n = 340,000) | PKA-R2B holoenzyme dissociation, Cy5-IP20 fluorescence polarization; R2B truncated from residue 108, S112A mutant; 0% DMSO only, 100% 113 µM cGMP | AID 504700 | activation, % at 11.4 µM | P22694+P31323;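 active means activation above a cutoff set at the mean over all compounds plus 3 SD, cut at about 18% in these data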;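 further: higher means more holoenzyme dissociation and a rise in polarization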
Target sequence (P31323 whole entry, looked up, other chains not shown, the tested form may be a part): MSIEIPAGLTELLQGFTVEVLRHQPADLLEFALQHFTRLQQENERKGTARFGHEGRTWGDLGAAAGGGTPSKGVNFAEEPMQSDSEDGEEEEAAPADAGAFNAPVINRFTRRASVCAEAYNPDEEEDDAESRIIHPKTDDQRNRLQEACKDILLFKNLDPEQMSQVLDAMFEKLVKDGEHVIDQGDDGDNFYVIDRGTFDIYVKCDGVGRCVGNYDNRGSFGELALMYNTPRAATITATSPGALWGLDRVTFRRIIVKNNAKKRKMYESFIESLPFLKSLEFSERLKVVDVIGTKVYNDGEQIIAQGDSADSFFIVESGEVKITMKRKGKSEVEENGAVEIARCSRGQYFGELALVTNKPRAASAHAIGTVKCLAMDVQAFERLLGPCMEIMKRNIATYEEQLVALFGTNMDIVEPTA
SR-BI HDL uptake – mouse SR-BI HDL lipid transfer inhibition. Q61009. ldlA[mSR-BI] CHO cells, DiI-HDL uptake fluorescence, 3 h. inhibition, % at 12.5 µM. actives 0.96% (n = 320,000). AID 488896;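 active means mean replicate inhibition of at least 70% and a set share of replicates each scoring 70 or more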;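 further: 0% = median of neutral control wells and 100% = median of positive control wells; values of inactives mirror those of a sister screen read the other way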
Arrestin-AP2 inh – blocks beta-arrestin peptide binding to AP2 adaptin. FITC-arrestin peptide / GST-AP2 beads, flow cytometry; AP2 beta2 appendage carries R879A mutation. actives 0.31% (n = 340,000). inhibition, % at 10 µM;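 active means inhibition above a set limit, near 3 SD of compounds lacking own fluorescence, cut at about 54% in these data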;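 further: plate controls were DMSO wells for no effect and 5 µM unlabelled arrestin peptide for full effect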
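system = GST-tagged AP2 beta2-adaptin appendage (R879A) on 4 µm glutathione beads | reagent = FITC-labelled arrestin peptide probe, 50 nM final | schedule = compound with beads 12 min RT, then probe 1 h RT | signal = HyperCyt-sampled flow cytometry, FL1 channel, ex 488/em 535 nm | read-out = percent response from loss of bead-bound FITC fluorescence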
SR-BI DiI-HDL act – enhances SR-BI lipid uptake from DiI-HDL. CHO ldlA[mSR-BI] cells, DiI-HDL uptake fluorescence, 3 h; 100 = double the neutral-control signal. activation, % at 12.5 µM. actives 0.096% (n = 320,000);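 active means mean replicate activation of at least 60% and every replicate at or above 60%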;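 further: 0% = median plate neutral-control signal and 100% = twice that signal; values of inactives mirror those of a sister screen read the other way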
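Assay system: LDL receptor-deficient CHO ldlA cells overexpressing murine SR-BI / Medium: BSA-supplemented, HEPES-buffered Ham's F12, pH 7.4 / Probe or stimulus: DiI-labelled HDL at 10 µg/mL final / Timing: compound with DiI-HDL co-incubation, 3 h at 37 °C / Technique: bottom-read cell fluorescence after medium removal, ex 550/em 595 nm / Measure: HDL uptake via cellular fluorescence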
PvdQ acylase – P. aeruginosa PvdQ acylase inhibition; purified PvdQ acylase, fluorescence plate reader; inhibition, % at 10 µM; actives 0.063% (n = 340,000); in the data active means inhibition above about 30%, passing the limit was not always enough;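 further: 0% = vehicle neutral wells and 100% = reference inhibitor wells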
Keap1 Nrf2 FP – Keap1-Nrf2 (human) interaction inhibition; actives 0.15% (n = 340,000); inhibition, % at 9.4 µM; Keap1 Kelch-Nrf2 peptide fluorescence polarization, 1536-well; in the data active means inhibition above about 12%;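 further: human Keap1 Kelch domain with fluorescein labeled Nrf2 9mer peptide probe; 0% = neutral control wells and 100% = peptide positive control; higher means more block of Keap1 binding to Nrf2 peptide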
NSD2 HMT inh – blocks human histone methyltransferase NSD2 | O96028 | NSD2 peptide methylation, AlphaScreen, 120 min | inhibition, % at 12.5 µM | actives 0.54% (n = 310,000) | AID 743445; in the data active means inhibition above about 50%
* marks the source's active call; other numbers are inactive results; · = not tested or not shown.

SMILES	DAGLB inhibitor	RTF Ca sens inh	C-LANA FP	PKA-R2B activ	SR-BI HDL uptake	Arrestin-AP2 inh	SR-BI DiI-HDL act	PvdQ acylase	Keap1 Nrf2 FP	NSD2 HMT inh
CNC(=O)c1cc(Nc2nnc(-c3ccc(O)cc3)c3ccccc23)ccc1OC	2	-10	0.4	1	45	16	-45	-3	0	0
CCOC(CNC(=O)c1cc(C)nn1-c1ccccc1)OCC	-2	-7	-0.7	-8	-3	0	3	-17	1	0
CCc1ccc(OCC(=O)NC(=S)Nc2ccc(F)cc2)c(Br)c1	-10	-20	-0.4	-7	-10	-11	10	-15	0	-2
COc1ccc(CCNC(=O)c2cc3c(F)cccc3s2)cc1OC	-2	2	2.0	0	16	1	-16	-15	3	-5
CCc1ccc(S(=O)(=O)NCCc2csc(-c3cccnc3)n2)s1	-3	-2	0.4	-4	-9	-4	9	-17	3	·
CCn1cc(C(=O)NCCC2=CCCCC2)c(=O)c2cc(S(=O)(=O)N(C)C)ccc21	-3	-10	-0.1	7	11	-6	-11	-10	-1	·
Cc1ccc(NS(=O)(=O)c2ccc(C(=O)N3CCCN(C)CC3)cc2)cc1	1	8	1.6	6	-3	16	3	0	1	3
CN(C(=O)COc1cc(=O)n(C)c2ccccc12)c1cccc(Cl)c1	-6	-6	0.4	0	1	-3	-1	-12	-4	·
COc1ccc2oc(C(=O)N3CCN(c4ncccn4)CC3)c(C)c2c1	-4	3	-0.3	3	-5	17	5	-15	-3	2
COc1ccc(-c2cc(C(=O)N3CCCc4ccccc43)no2)cc1	-2	-6	-2.0	9	17	2	-17	-4	0	6
COc1ccc(CCNC(=O)CC(Cc2ccccc2)C(=O)O)cc1OC (configuration not stated)	2	-4	-1.5	-1	9	36	-9	2	1	-1
C#CCOCCOCCOCCNc1nc(N2CCN(C(=O)C([C@@H](C)O)n3cc([C@@H](N)CCCCN)nn3)CC2)nc(N2CCN(C(=O)[C@H](CCC(=O)O)n3cc([C@@H](N)[C@H](C)CC)nn3)CC2)n1 (some centres not stated)	-3	-8	1.6	3	-19	24	19	-12	-4	·
Cc1ccc(S(=O)(=O)N(CC(=O)Nc2cccnc2)c2ccc(Br)cc2)cc1	-4	-3	0.6	-1	14	-3	-14	-12	-3	2
COC(=O)c1c(C(=O)OC)c(-c2cccc(Cl)c2)n2c1CS(=O)(=O)C2	-3	-10	-2.2	-13	-3	-9	3	-14	3	-2
CC(Oc1ccccc1)c1ccnc2nc(/N=C/N(C)C)nn12 (configuration not stated)	1	-5	-0.1	0	-10	-12	10	-2	2	-3
CCOC(=O)C1=C(CSc2nc(C)ccc2C#N)OC(N)=C(C#N)C1c1cccc(OC)c1OC (configuration not stated)	-3	-7	-1.8	-2	-13	3	13	-1	-7	15
CC(C)Nc1cc(N2CCCC2)ccc1[N+](=O)[O-]	-5	-16	-0.9	-4	27	1	-27	-15	-6	6
O=C(NC1CCCC1)C1CCC(=O)N1CCc1ccccc1 (configuration not stated)	-3	-8	-0.9	4	-21	7	21	8	2	0
O=C(NCCc1ccc(F)cc1)N[C@@H](Cc1ccccc1)C(=O)O	0	-2	1.7	-8	-19	32	19	-14	1	-5
CCOC(=O)CC(NC(=O)c1ccccc1F)c1ccc(C)cc1 (configuration not stated)	-1	-4	0.2	-9	-25	-28	25	-7	-4	1
CC1(C)CC(=O)c2c(Cc3ccccc3)n[nH]c2C1	0	0	0.8	-2	-7	-8	7	-3	-1	2
CCOC(=O)c1nc2sc3c(c2c(=O)n1C(C)C(=O)OCC)CCCC3 (configuration not stated)	-4	-5	0.1	2	17	7	-17	-10	-7	-374
COc1cc(/C=N/N2C(=O)CSC2=S)cc(Br)c1O	4	-40	-14	-1	·	5	·	-5	-7	·
COc1ccc(NC(=O)C2CCN(C(=O)c3ccccc3)CC2)c(OC)c1	-1	-5	0.5	-18	-9	31	9	3	0	0
NC(=O)COC(=O)CNC(=O)c1cc(Cl)cc([N+](=O)[O-])c1	-2	1	-1.6	4	-7	16	7	-3	0	2

The last 2 entries of the part before are carried over, then new ones follow:
SMILES	DAGLB inhibitor	RTF Ca sens inh	C-LANA FP	PKA-R2B activ	SR-BI HDL uptake	Arrestin-AP2 inh	SR-BI DiI-HDL act	PvdQ acylase	Keap1 Nrf2 FP	NSD2 HMT inh
COc1ccc(NC(=O)C2CCN(C(=O)c3ccccc3)CC2)c(OC)c1	-1	-5	0.5	-18	-9	31	9	3	0	0
NC(=O)COC(=O)CNC(=O)c1cc(Cl)cc([N+](=O)[O-])c1	-2	1	-1.6	4	-7	16	7	-3	0	2
COc1cc(COc2ccc3c(C)c(CC(=O)O)c(=O)oc3c2C)cc(OC)c1OC	1	-9	-3.4	7	-7	3	7	-12	-1	1
C[C@H](CO)N1C[C@H](C)[C@@H](CN(C)C(=O)Nc2ccc3c(c2)OCO3)Oc2ccc(NS(=O)(=O)c3ccc(F)cc3)cc2C1=O	-2	-2	-0.8	-14	13	19	-13	4	-4	·
Cc1cccc(NC(=O)CCCCCN2C(=O)c3ccccc3C2=O)n1	0	4	1.2	-7	-29	3	·	3	-3	2
CC1=NN(c2ccccc2)C(=O)/C1=C\C=C1/N(C)c2ccccc2C1(C)C	40*	-14	-3.6	-2	57	-3	-57	2	-17	·
COC(=O)c1cc(C(=O)c2ccc(C(C)(C)C)cc2)c[nH]1	-4	-5	-1.6	-2	18	-15	-18	-2	-1	4
CCCCCC(=O)Nc1cccc(C2=NOC3(C2)C[C@@H](C(N)=O)N(C(=O)CC(c2ccccc2)c2ccccc2)C3)c1 (some centres not stated)	-4	-1	0.2	-6	33	·	-33	12	-1	·
COc1ccc(S(=O)(=O)NCCOc2ccccc2)cc1C	-4	3	19	1	-4	19	4	7	-1	-5
COc1ccc(C(=O)Nc2ccc(NC(=O)c3ccccn3)cn2)cc1	-1	-4	1.4	-3	60	-6	-60	-6	-1	1
CCOC(=O)c1nnn(-c2nonc2-n2cccc2)c1-c1cccc([N+](=O)[O-])c1	-3	12	1.5	-13	-2	2	2	16	-5	0
Cn1nnc(NC(=O)c2ccc(C(C)(C)C)cc2)n1	0	1	-1.7	6	-20	3	20	-14	-5	·
CC(=O)c1ccc(NC(=O)Nc2ccc(Br)cc2C)cc1	-6	0	-1.6	-1	67	44	-67	8	4	-3
COc1cc(C(=O)NNC(=O)CN2C(=O)NC(C)(c3ccc(C)cc3)C2=O)cc(OC)c1OC (configuration not stated)	-4	-3	-0.3	2	-1	-16	1	-6	-1	-4
CCN(CC)c1ccc(/C=N/Nc2nc(C)cc(=O)[nH]2)cc1	0	-7	0.6	4	-6	3	6	-7	-3	-2
CC(C)OC(=O)C1C(=O)CC(C)(O)C(C(=O)OC(C)C)C1c1cccnc1 (configuration not stated)	2	-5	0.5	13	-4	8	4	-2	1	-1
Cc1sc2nc(SCC(=O)N3CCCC3)[nH]c(=O)c2c1C	1	-6	0.1	-2	-1	8	1	-14	-2	·
CC(Sc1nc2ccccc2s1)C(=O)Nc1nnc(C(C)C)s1 (configuration not stated)	-1	-4	81*	-10	-14	7	14	-8	71*	·
CCC1(CC)C(=O)C2=C3C1[C@H](C(=O)OC)CC(C(=O)OC)C[C@H]3n1c(=O)n(C)c(=O)n1[C@H]2C (some centres not stated)	-2	-10	1.2	-10	-18	7	18	-4	-3	·
CC(C)c1ccc(N(CC(=O)NC(C)(C)C)C(=O)CCC(=O)Nc2nccs2)cc1	-4	0	0.0	-7	2	-5	-2	-16	-5	4
Cc1ccc(C)c(CN2CCC(CNC(=O)Nc3ccc(Br)cc3F)CC2)c1	-2	-5	0.6	0	23	-1	-23	-15	-1	-3
CCCc1cc(=O)[nH]c(SCc2cccnc2)n1	-1	-3	6.7	8	-22	-14	22	-16	-4	-5
O=C(NCCc1ccc(Cl)cc1)c1ccc(=O)[nH]c1	0	-3	0.2	-5	·	-7	·	-9	-4	1
Cc1ccc(N2C(=O)C3C4C=CC(C4)C3C2=O)cc1 (configuration not stated)	-2	3	1.0	5	-3	1	3	-7	-1	4
COCCNC(=O)C1CCN(C(=O)C2CC(=O)N(c3ccc(C)cc3)C2)CC1 (configuration not stated)	0	-3	0.8	-13	·	10	·	16	0	-4
CCCCCNC(=O)CCCCn1c(=O)[nH]c2cc(OCC)c(OCC)cc2c1=O	-1	1	2.6	-1	16	31	-16	1	6	0
O=C(c1ccccc1)N1CCN(Cc2c[nH]c3ccccc23)CC1	-2	-5	2.0	-3	-8	-6	8	6	2	2
(cont.)
SMILES	DAGLB inhibitor	RTF Ca sens inh	C-LANA FP	PKA-R2B activ	SR-BI HDL uptake	Arrestin-AP2 inh	SR-BI DiI-HDL act	PvdQ acylase	Keap1 Nrf2 FP	NSD2 HMT inh
CC(Oc1ccc2c3c(c(=O)oc2c1)CCC3)C(=O)NCCCn1ccnc1 (configuration not stated)	-1	-3	0.2	11	-1	5	1	-23	-4	-3
O=C(COc1cccc2ccccc12)Nc1nc2ccccc2[nH]1	-1	-8	-0.8	-4	12	2	-12	2	1	2
CC(=O)c1ccc(NC(=O)c2cccs2)cc1	-3	5	-1.6	-7	2	0	-2	-7	-5	·
Cc1cccc(Cn2cnc3c(N)c(C)c(C)cc32)c1	1	-1	-0.9	-12	-4	30	4	2	1	7
CCOC(=O)C1(CCOc2ccccc2)CCN(Cc2cc(OC)ccc2OC)CC1	-3	5	1.7	6	-18	-20	18	-16	-1	1
COc1c2ccc(C(=O)NCCCCc3ccccc3)cc2nn1C	2	-13	-0.9	-11	-17	15	17	-10	3	·
O=C(NCC(=O)N1CCN(c2ccc([N+](=O)[O-])cc2)CC1)c1ccco1	0	-8	0.1	5	-3	-6	3	-18	1	2
Cc1onc(-c2ccccc2)c1C(=O)NCc1cccs1	-1	-1	-0.5	-15	-7	29	7	4	-1	-1
CCOc1ccc2nc(NC(=O)C3=NN(c4ccccc4)C(=O)CC3)sc2c1	-1	-7	0.5	-7	24	1	-24	-6	-1	4
CCOC(=O)NC(Nc1ccc(S(N)(=O)=O)cc1)(C(=O)OCC)C(F)(F)F (configuration not stated)	0	-6	0.9	1	-16	29	16	4	2	-1
CC(C)CC(=O)c1c[nH]c(C(=O)NCc2cccs2)c1	1	4	-0.5	-7	14	13	-14	-3	-1	-3
CCOCCCNC(=O)C(NC(=O)CNC(C)=O)c1ccc(Cl)cc1 (configuration not stated)	0	-6	-0.6	-1	-11	-8	11	-4	4	-61
COc1ccccc1C(=O)NNC(=O)C(=O)Nc1ccc(C)cc1	0	-7	-1.6	7	-9	7	9	-12	0	3
O=C(COC(=O)Cc1ccsc1)Nc1ccc(Cl)cc1F	-4	-12	1.8	3	-14	2	14	-12	-4	-7
